High-throughput results from PubChem BioAssay.
RBX1-CUL1 inh = blocks human RBX1-Cullin-1 di-ubiquitin formation. P62877+Q13616. 0.6% of 140,000 active. inhibition, % at 10 µM. in vitro K48 di-Ub FRET, acceptor:donor ratio, 45 min; in the data active = inhibition above about 25%
Target sequence (P62877 whole entry, looked up): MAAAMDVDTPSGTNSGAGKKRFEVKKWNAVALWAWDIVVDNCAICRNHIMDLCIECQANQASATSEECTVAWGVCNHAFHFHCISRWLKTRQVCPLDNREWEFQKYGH
Target sequence (Q13616 whole entry, looked up): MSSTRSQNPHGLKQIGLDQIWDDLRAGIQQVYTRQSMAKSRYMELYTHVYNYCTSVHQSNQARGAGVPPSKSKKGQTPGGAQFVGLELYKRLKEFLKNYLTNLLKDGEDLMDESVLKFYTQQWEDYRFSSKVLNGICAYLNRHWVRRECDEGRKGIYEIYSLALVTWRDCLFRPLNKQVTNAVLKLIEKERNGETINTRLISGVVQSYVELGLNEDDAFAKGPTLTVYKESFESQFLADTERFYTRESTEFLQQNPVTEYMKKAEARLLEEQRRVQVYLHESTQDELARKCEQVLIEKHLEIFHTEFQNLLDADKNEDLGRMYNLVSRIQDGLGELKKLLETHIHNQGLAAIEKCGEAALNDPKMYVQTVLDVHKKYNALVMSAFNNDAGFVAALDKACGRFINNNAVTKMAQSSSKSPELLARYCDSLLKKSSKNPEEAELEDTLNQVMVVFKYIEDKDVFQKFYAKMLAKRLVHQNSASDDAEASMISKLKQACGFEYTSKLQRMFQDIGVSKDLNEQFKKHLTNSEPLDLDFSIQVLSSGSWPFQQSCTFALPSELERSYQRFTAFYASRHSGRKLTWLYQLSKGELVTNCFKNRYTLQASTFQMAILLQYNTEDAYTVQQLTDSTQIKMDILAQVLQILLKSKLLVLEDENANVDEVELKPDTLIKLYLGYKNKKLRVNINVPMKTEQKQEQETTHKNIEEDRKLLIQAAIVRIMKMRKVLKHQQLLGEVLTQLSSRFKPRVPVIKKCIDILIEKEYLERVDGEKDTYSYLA
* hit, by the source's call.

Screening CCOC(=O)C1(Cc2ccc(F)cc2F)CCCN(C(=O)C(=O)c2ccco2)C1 (stereo not given) returned RBX1-CUL1 inh -9.
`Cc1ccc(CN2CCOc3ccc(CN4CCN(c5ccc(F)cc5)CC4)cc3C2)o1` gave RBX1-CUL1 inh 0.
Screening O=C(CNS(=O)(=O)c1ccc(F)c(Cl)c1)N1CCCCCC1 returned RBX1-CUL1 inh -8.
`CCc1nn(Cc2ccc(Cl)cc2)c(=O)c2cc3cc(C)ccc3n12` gave RBX1-CUL1 inh -7.
`Cc1ccc(Oc2ccc3c(c2)C(=O)N(CC(=O)O)C3=O)cc1` gave RBX1-CUL1 inh -6.
Cc1ccc(-c2nnc(Nc3cccc(Br)c3)c3ccccc23)cc1S(=O)(=O)N1CCCCC1 was read as RBX1-CUL1 inh 8.
CCOC(=O)N1CCN(C2CCCN(Cc3cccc4c3OCO4)C2)CC1 (stereo not given) was read as RBX1-CUL1 inh 1.
`CCOc1ccc2c(c1)-c1c(sn(-c3ccc(C)c(Cl)c3)c1=S)C(C)(C)N2` gave RBX1-CUL1 inh -1.
O=C(Nc1ccc(Oc2ccccc2F)cc1)C1CCN(C(=O)C2CCC2)CC1 was read as RBX1-CUL1 inh 5.
`C1=CC2c3cccc4c3N(CC2C1)c1ccccc1S4` (stereo not given) gave RBX1-CUL1 inh 0.

Next section, overlapping the part above by 2 compounds.
O=C(Nc1ccc(Oc2ccccc2F)cc1)C1CCN(C(=O)C2CCC2)CC1 was read as RBX1-CUL1 inh 5.
`C1=CC2c3cccc4c3N(CC2C1)c1ccccc1S4` (stereo not given) gave RBX1-CUL1 inh 0.
N#CC1=C2SCN(C3CCCCC3)CN2C(=O)CC1c1ccc(F)cc1 (stereo not given) was read as RBX1-CUL1 inh 5.
CCOc1ccc(N2CC(C(=O)NC3CC3)CC2=O)cc1 (stereo not given) was read as RBX1-CUL1 inh -12.
For COc1ccc(N2CCN(C(=O)Nc3cccc(C(F)(F)F)c3)CC2)cc1 the results were RBX1-CUL1 inh -4.
`Cc1ccc(NC(=O)Cn2cc3c(n2)CCCC3)c(C)c1` gave RBX1-CUL1 inh 2.
For CCOc1ccc(-c2[nH]nc3c2C2(C(=O)N(CC(=O)O)c4ccccc42)C(C#N)C(=N)O3)cc1 (stereo not given) the results were RBX1-CUL1 inh -6.
O=C(CCOc1ccccc1)N(Cc1cccnc1)c1nc2c(Cl)cccc2s1 was read as RBX1-CUL1 inh 6.
O=C(O)CCC(=O)Nc1sc2c(c1C(=O)Nc1ccc(Cl)cc1)CCCC2 was read as RBX1-CUL1 inh 2.
For COC(=O)COc1ccc2c(=O)c(Oc3ccc(Cl)cc3)coc2c1 the results were RBX1-CUL1 inh 0.
CCOC(=O)N1CCc2ccccc21 was read as RBX1-CUL1 inh 5.
For CC(C)(CO)CNC1CCCc2c1cnn2-c1ccccn1 (stereo not given) the results were RBX1-CUL1 inh 2.

Quoted at random: 5 entries already listed, in no set order.
`Cc1ccc(NC(=O)Cn2cc3c(n2)CCCC3)c(C)c1` gave RBX1-CUL1 inh 2.
For CC(C)(CO)CNC1CCCc2c1cnn2-c1ccccn1 (stereo not given) the results were RBX1-CUL1 inh 2.
Screening CCOC(=O)C1(Cc2ccc(F)cc2F)CCCN(C(=O)C(=O)c2ccco2)C1 (stereo not given) returned RBX1-CUL1 inh -9.
For CCOc1ccc(-c2[nH]nc3c2C2(C(=O)N(CC(=O)O)c4ccccc42)C(C#N)C(=N)O3)cc1 (stereo not given) the results were RBX1-CUL1 inh -6.
`CCc1nn(Cc2ccc(Cl)cc2)c(=O)c2cc3cc(C)ccc3n12` gave RBX1-CUL1 inh -7.

More compounds:
Cc1ccc(NC(=O)c2cnc(N3CCCC3)nc2C)cc1F was read as RBX1-CUL1 inh -5.
`CCN(C1CCCCC1)S(=O)(=O)c1ccc(OC)c2ccccc12` gave RBX1-CUL1 inh 10.
For O=C(Cn1c(=O)n(Cc2ccc3c(c2)OCO3)c(=O)c2oc3ccccc3c21)Nc1ccccc1 the results were RBX1-CUL1 inh -4.
`CCOc1ccccc1NC(=O)N1CCC(n2c(C)nc3cccnc32)CC1` gave RBX1-CUL1 inh 3.
Screening CCN(CC)S(=O)(=O)c1nnc(NC(=O)COc2ccccc2)s1 returned RBX1-CUL1 inh 3.
CCc1ccccc1NC(=O)C1CC(c2cccc(Br)c2)=NO1 (stereo not given) was read as RBX1-CUL1 inh 1.
Screening c1ccc(Cn2c(-c3ccccc3)nc3ccccc32)cc1 returned RBX1-CUL1 inh -3.
Screening O=C(c1ccc(NCc2ccncc2)nc1)N1CCC(CCn2cccn2)CC1 returned RBX1-CUL1 inh 1.
`C/C=C1/OC(=O)C(C(=O)OCC)C1=O` (stereo not given) gave RBX1-CUL1 inh 3.
For CCc1nnc(SCC(=O)Nc2cccc(C(F)(F)F)c2)c2cc3oc(C)cc3n12 the results were RBX1-CUL1 inh 1.
For O=C1C(=O)N(CCN2CCOCC2)C(c2ccccc2F)C1C(=O)c1ccccc1 (stereo not given) the results were RBX1-CUL1 inh 0.
For Cc1ccc(-c2nc3ccncc3[nH]2)cc1 the results were RBX1-CUL1 inh 4.
Screening N#Cc1nc(-c2ccc(COc3ccc(Cl)cc3)o2)oc1N1CCCCC1 returned RBX1-CUL1 inh -2.
For NC(=O)CSc1nc2sc(-c3ccccc3)cc2c(=O)n1N the results were RBX1-CUL1 inh -7.
Screening Cc1ccc(NC(=O)C2(C)Cc3ccccc3C(=O)O2)c(C)c1 (stereo not given) returned RBX1-CUL1 inh 5.
Screening CCCc1ccc(-c2n[nH]c3c2CN(C(=O)CCn2cncn2)CC3)cc1 returned RBX1-CUL1 inh 8.
COc1ccc2c(c1)[nH]c(=S)n2C was read as RBX1-CUL1 inh -4.
Screening Cc1cccc(OCCn2c(SCC(=O)O)nc3ccccc32)c1 returned RBX1-CUL1 inh 0.
Screening COc1cccc(C(=O)CC2(O)C(=O)Nc3ccc(Cl)cc32)c1 (stereo not given) returned RBX1-CUL1 inh 4.
Screening CCCCN(C)C(=O)c1sc2ncnc(NCCCOC)c2c1C returned RBX1-CUL1 inh 4.
`CCOC(=O)C1(Cc2cccc(F)c2)CCN(C(=O)Cc2cccnc2)CC1` gave RBX1-CUL1 inh 0.
C1=CN2CCC1C(c1ccccc1)C2 (stereo not given) was read as RBX1-CUL1 inh 6.
Screening Cc1cccc(/C=N/Nc2cc(N3CCCCC3)nc(N3CCCCC3)n2)c1 returned RBX1-CUL1 inh 1.
For CCCCOc1cccc(-c2cc(C(=O)N/N=C/c3sccc3C)c3ccccc3n2)c1 the results were RBX1-CUL1 inh 1.
CN(C)S(=O)(=O)c1ccc2c(c1)N(CC(=O)Nc1cccc(C(F)(F)F)c1)C(=O)CS2 was read as RBX1-CUL1 inh 8.
`Cc1n[nH]c(=S)n(NC(=O)/C=C/C(=O)Nn2c(=S)[nH]nc(C)c2=O)c1=O` gave RBX1-CUL1 inh -11.
CCC(CC)C(=O)Nc1ccccc1SCC1=Nc2c(C)cccc2C(=O)C1 was read as RBX1-CUL1 inh -2.
For CCOC(=O)c1cc(-c2ccc(Cl)cc2)n(NC(=O)CSc2ccccc2)c1C the results were RBX1-CUL1 inh 9.
For O=C(O)/C=C\C(=O)Nc1ccccc1C(=O)Nc1ccc(F)cc1 the results were RBX1-CUL1 inh -7.
Cc1ccccc1CCC1CCCN(C(=O)c2cccnc2)C1 (stereo not given) was read as RBX1-CUL1 inh 5.

Quoted from the results shown (five entries):
`Cc1n[nH]c(=S)n(NC(=O)/C=C/C(=O)Nn2c(=S)[nH]nc(C)c2=O)c1=O` gave RBX1-CUL1 inh -11.
CCC(CC)C(=O)Nc1ccccc1SCC1=Nc2c(C)cccc2C(=O)C1 was read as RBX1-CUL1 inh -2.
For CCOC(=O)c1cc(-c2ccc(Cl)cc2)n(NC(=O)CSc2ccccc2)c1C the results were RBX1-CUL1 inh 9.
For O=C(O)/C=C\C(=O)Nc1ccccc1C(=O)Nc1ccc(F)cc1 the results were RBX1-CUL1 inh -7.
Cc1ccccc1CCC1CCCN(C(=O)c2cccnc2)C1 (stereo not given) was read as RBX1-CUL1 inh 5.

Next section
COc1cc(/C=C/C(N)=O)ccc1O was read as RBX1-CUL1 inh -6.
`CC1(C)CC(=O)C2=C(C1)OC(=N)C(C#N)C2c1ccc(OCc2ccccc2Cl)c(Cl)c1` (stereo not given) gave RBX1-CUL1 inh 6.
O=c1/c(=C\c2ccc(Cl)cc2)sc2n1C(c1ccccc1)C1=C(N=2)c2ccccc2CC1 (stereo not given) was read as RBX1-CUL1 inh -11.
`CCCOc1cccc(C(=O)NC(=S)Nc2ccc(CN3CCOCC3)cc2)c1` gave RBX1-CUL1 inh 6.
For CCOc1ccc(-c2cn3c(n2)sc2cc(C(=O)NCCc4ccc(OC)cc4OC)ccc23)cc1 the results were RBX1-CUL1 inh 10.
CCc1nn2c(=O)cc(COC(=O)CNC(=O)COc3ccc(C)cc3)nc2s1 was read as RBX1-CUL1 inh -8.
`CCN(CC)CCNC(=O)Cn1ncc2c3ccccc3n(Cc3ccc(Cl)cc3)c2c1=O` gave RBX1-CUL1 inh 2.
Screening O=C(NCCc1ccccc1)c1sc2ncccc2c1-n1cccc1 returned RBX1-CUL1 inh -5.
Screening CCC(COC)Nc1ccc(-c2nc(Cc3ccccc3)no2)cn1 (stereo not given) returned RBX1-CUL1 inh -3.
CCC(=O)N1c2ccccc2CC1C(=O)NCCc1cc(OC)c(OC)c(OC)c1 (stereo not given) was read as RBX1-CUL1 inh -3.
Screening COc1cccc(CNC(=O)C2CCN(S(=O)(=O)c3c(C)noc3/C=C/c3cccs3)CC2)c1 returned RBX1-CUL1 inh -6.
C=CCn1c(=O)c2c(nc3n(CC)c(C)cn23)n(C)c1=O was read as RBX1-CUL1 inh -8.
CCOc1ccc2nc(NC(=O)c3cc(=O)c4ccc(C)cc4o3)sc2c1 was read as RBX1-CUL1 inh 7.
`COc1cccc(NC(=O)Cn2c(=O)oc3cc(S(=O)(=O)N4CCCCC4)ccc32)c1` gave RBX1-CUL1 inh 9.
`Cc1ccccc1Nc1c(-c2ccc(N3CCOCC3)cc2)nc2cccc(C)n12` gave RBX1-CUL1 inh -5.
COC(=O)c1cc(S(=O)(=O)NCC2CCN(Cc3ccc(F)cc3)CC2)c[nH]1 was read as RBX1-CUL1 inh -8.
`O=C(c1cc(COc2ccc3c(c2)OCO3)[nH]n1)N1CCCO1` gave RBX1-CUL1 inh -10.
Cc1ccc(C(C)C)c(OCC(=O)Nc2cccc3cccnc23)c1 was read as RBX1-CUL1 inh -1.
`O=C1N(Cc2cccnc2)C[C@@H]2C[C@@H](c3cc4ccccc4s3)N3CCC[C@@]123` gave RBX1-CUL1 inh 11.
For NC(=O)[C@H](Cc1ccccc1)NC1CCN(c2cccc(NS(=O)(=O)c3ccc(F)cc3)c2)CC1 the results were RBX1-CUL1 inh 0.
`O=C(NCCc1ccccc1)c1cccc2ccccc12` gave RBX1-CUL1 inh -5.
Screening CCN1CCCC1CN(CC1CCN(CCOC)CC1)C(=O)CCNC(C)=O (stereo not given) returned RBX1-CUL1 inh 8.
Screening CCOC(=O)c1ccc(N=C2S/C(=C/c3ccc(O)c(OCC)c3)C(=O)N2CC)cc1 returned RBX1-CUL1 inh 12.
For CCc1cc(OC)ccc1C=S the results were RBX1-CUL1 inh -12.
`COCCN(Cc1cccnc1)C(Cc1ccccc1)C1CCN(C(=O)c2ccsc2)CC1` (stereo not given) gave RBX1-CUL1 inh 9.
`COc1cc(CN2CCC(N3CCCC3)CC2)ccc1OCC(O)CN(C)C(C)C` (stereo not given) gave RBX1-CUL1 inh -11.
`COc1ccc(-c2cn3nc(N4CCCC(C(=O)NCc5ccccc5Cl)C4)sc3n2)cc1` (stereo not given) gave RBX1-CUL1 inh 0.
For COc1ccc(-n2c(=S)[nH]c3sc4c(c3c2=O)CCC(C)C4)cc1 (stereo not given) the results were RBX1-CUL1 inh 4.
For Cc1cc(C)cc(OC(=O)N2CCOCC2)c1 the results were RBX1-CUL1 inh -4.
For CCc1ccc(NC(=O)CC2C(=O)N(c3ccc(C)cc3)C(=O)N2CCc2ccncc2)cc1 (stereo not given) the results were RBX1-CUL1 inh 5.
`COc1ccc(C(=O)Nc2ccc3nc(SCC(=O)N4CCOCC4)sc3c2)cc1` gave RBX1-CUL1 inh 5.
`COCCNC(=O)CSc1cn(CC(=O)N2CCCCCC2)c2ccccc12` gave RBX1-CUL1 inh 3.
Cc1ccc(OC(C)C(=O)N=C2C(=O)N(c3ccccc3)N(C)C2C)c(C)c1 (stereo not given) was read as RBX1-CUL1 inh 4.
`O=C(NCCCO)C1CCCN(c2nc(-c3ccccc3)nc3c2CCC3)C1` (stereo not given) gave RBX1-CUL1 inh 1.
`Nc1nc(Sc2ccc([N+](=O)[O-])cn2)n[nH]1` gave RBX1-CUL1 inh 2.
`COC(=O)c1ccc(N2CC(C(=O)OCC(=O)c3ccc(C)c(C)c3)CC2=O)cc1` (stereo not given) gave RBX1-CUL1 inh -2.
O=C(NNC(=S)Nc1ccc(Cl)cc1)c1sc2ccccc2c1Cl was read as RBX1-CUL1 inh 4.
For Cc1nnc(N/N=C/c2c(Cl)cccc2Cl)n1N the results were RBX1-CUL1 inh -8.
Screening O=C1c2ccccc2NC(c2ccc(OCc3c(Cl)cccc3Cl)cc2)N1c1ccc(F)cc1 (stereo not given) returned RBX1-CUL1 inh 0.
For Cc1cc2c(cc3c(SCc4ccc(Cl)cc4)nnc(C)n32)o1 the results were RBX1-CUL1 inh 1.
For CC(=O)Oc1ccc2oc(=O)cc(C)c2c1 the results were RBX1-CUL1 inh -16.
`C=CCn1c(SCc2ccc(C(=O)OC)cc2)nc2sc3c(c2c1=O)CCCC3` gave RBX1-CUL1 inh -1.
`COC(=O)[C@H](Cc1ccccc1)NC(=O)C1(N(C)C)Cc2ccccc2C1` gave RBX1-CUL1 inh -6.
`Cc1ccc(NC(=S)NCc2ccc(F)cc2)cc1` gave RBX1-CUL1 inh 4.

This is a subset; count on the stated rates, not on these rows.
